High-throughput results (PubChem BioAssay)
SIRT5 block = inhibitors of human sirtuin-5 desuccinylase; actives 1.1% (n = 330,000); AID 652115; inhibition, % at 15 µM; Purified SirT5, succinyl-peptide AMC, trypsin-coupled fluorescence; in the data active = inhibition above about 15%; inconclusive = no clear call, values can overlap the other calls
Target sequence (Q9NXA8 whole entry, looked up): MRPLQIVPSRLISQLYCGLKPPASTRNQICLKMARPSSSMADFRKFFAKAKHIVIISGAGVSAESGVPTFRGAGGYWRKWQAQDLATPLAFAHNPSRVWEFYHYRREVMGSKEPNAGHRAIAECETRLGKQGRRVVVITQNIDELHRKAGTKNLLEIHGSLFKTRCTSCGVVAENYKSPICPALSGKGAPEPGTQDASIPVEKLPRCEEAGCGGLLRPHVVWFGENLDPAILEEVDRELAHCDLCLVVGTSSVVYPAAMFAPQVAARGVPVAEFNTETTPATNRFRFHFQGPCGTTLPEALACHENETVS
E-selectin induc = E-selectin induction on HUVECs. P16581. HUVEC E-selectin immunofluorescence imaging; normalized: neutral wells 0, TNF-alpha wells 100. activation, % at 7.58 µM. actives 0.37% (n = 260,000). AID 686992;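 active = mean E-selectin-positive cell signal at least 10% of the positive control, reached in at least 60% of replicates, without over 20% cell loss; inconclusive = no rule given, readout overlaps actives, possibly toxicity-flagged; inactive = the rest, including those meeting only one limit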;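 also: in these data hits start at about 27%; measured in HUVEC primary endothelial cells; signal is the percent of cells scored E-selectin positive by PE staining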
Target sequence (P16581 whole entry, looked up): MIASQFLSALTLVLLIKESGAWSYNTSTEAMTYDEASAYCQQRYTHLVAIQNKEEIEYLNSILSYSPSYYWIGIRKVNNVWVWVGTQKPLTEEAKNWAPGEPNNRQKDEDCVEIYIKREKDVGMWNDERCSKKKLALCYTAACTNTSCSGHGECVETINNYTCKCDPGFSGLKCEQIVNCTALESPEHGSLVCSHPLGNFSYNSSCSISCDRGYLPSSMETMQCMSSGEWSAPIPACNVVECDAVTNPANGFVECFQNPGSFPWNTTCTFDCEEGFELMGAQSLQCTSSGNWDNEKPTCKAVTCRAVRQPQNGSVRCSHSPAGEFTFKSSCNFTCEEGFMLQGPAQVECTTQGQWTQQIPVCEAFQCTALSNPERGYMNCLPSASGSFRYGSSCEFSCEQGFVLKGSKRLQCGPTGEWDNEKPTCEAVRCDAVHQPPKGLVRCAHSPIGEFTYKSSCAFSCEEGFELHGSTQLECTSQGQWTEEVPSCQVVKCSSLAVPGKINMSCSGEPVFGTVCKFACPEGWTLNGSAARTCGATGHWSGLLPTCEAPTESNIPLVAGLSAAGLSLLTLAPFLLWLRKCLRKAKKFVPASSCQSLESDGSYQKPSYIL
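Material: HUVEC primary endothelial cells; Amount: 3,000 cells per well; Dosing: single concentration; Medium: EGM-2 growth medium on 0.1% gelatin-coated wells; Read-out basis: percent E-selectin-positive cells; Signal: immunofluorescence imaging; Control set: TNF-alpha, DMSO.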
ERp5 inh = blocks human ERp5 reductase activity on insulin. ERp5 insulin aggregation, absorbance 650 nm, 90 min. Q15084. inhibition, % at 9.99 µM. actives 0.05% (n = 350,000);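 active = mean replicate inhibition above about 25%, with every replicate also reaching it, limit read from the data, passing the limit was not always enough; inconclusive = only one of those two criteria met; inactive = neither criterion met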
Statin myotox sup = suppression of simvastatin myotoxicity; C2C12 myotubes + simvastatin, ATP luminescence, 48 h; scaled: DMSO 0, geranylgeraniol control 100; rescue of ATP level, % at 7.49 µM; actives 0.78% (n = 330,000);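 active = mean ATP rescue above about 67%, or every replicate alone reaching that limit, limit read from the data, passing the limit was not always enough; inconclusive = no clear call, values can overlap the other calls; inactive = mean under the limit and some replicate under it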;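 also: myotubes were challenged with 10 µM simvastatin during compound exposure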
S100A4 MyoIIA = blocks human S100A4 binding to myosin IIA peptide; actives 0.14% (n = 360,000); inhibition, % at 10.7 µM; S100A4/TAMRA-MyoIIA peptide fluorescence polarization; P26447;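 active = mean inhibition of at least 70% across replicates, with every replicate also reaching that level; inconclusive = mean inhibition reaches 70% but some replicates fall short; inactive = mean inhibition below 70%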
Target sequence (P26447 whole entry, looked up): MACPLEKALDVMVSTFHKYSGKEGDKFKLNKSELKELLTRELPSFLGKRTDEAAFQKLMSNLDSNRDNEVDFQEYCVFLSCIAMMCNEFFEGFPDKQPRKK
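Test system: S100A4 monomer protein; Medium: HEPES pH 7.2 with CaCl2, KCl, NaCl, DTT, Triton; Probe or stimulus: TAMRA-labelled myosin IIA heavy-chain peptide probe, 5 nM; Doses: one dose per compound; Times: polarization read 5 min after assay mix addition, stable 5–60 min; Benchmarks: neutral control DMSO, positive control TFP.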
PglD inh = blocks C. jejuni PglD acetyltransferase activity; actives 0.098% (n = 360,000); purified PglD enzyme, DTNB colorimetric CoA detection; AID 602405; inhibition, % at 12.5 µM; in the data active = inhibition above about 16%, passing the limit was not always enough; inconclusive = no clear call, values can overlap the other calls; also: strong numbers were not always called active
DENV2 CPE = protects cells from dengue virus 2 cytopathic effect. AID 651640. DENV2-infected cells, cytopathic effect rescue, plate reader. actives 1.7% (n = 350,000). CPE inhibition, % at 9.99 µM; in the data active = CPE inhibition above about 20%, passing the limit was not always enough; inconclusive = no clear call, values can overlap the other calls; tested in BHK-21 cells;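 also: 0% = median of neutral control wells and 100% = median of positive control wells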
* marks the source's active call; other numbers are inactive results; ? = inconclusive; . = no result given; & = joins results of further samples.

SMILES	SIRT5 block	E-selectin induc	ERp5 inh	Statin myotox sup	S100A4 MyoIIA	PglD inh	DENV2 CPE
O=Cc1c(-c2ccc(Cl)cc2)oc2ccc(O)cc12	-3.5	.	1.7	16.3	0.5	1.0	-4.3
COc1ccc2c3c([nH]c2c1)[C@H](CO)N(C(=O)CN(C)C)CC31CCN(C(=O)c2cccnc2)CC1	1.4	-0.1	4.5	.	-1.0	.	-5.0
C[C@@H]1CN([C@@H](C)CO)S(=O)(=O)c2ccc(C#Cc3cccnc3)cc2O[C@@H]1CN(C)C(=O)Nc1ccc2c(c1)OCO2	3.9	-0.2	-3.8	28.1	-3.1	0.0	17.7
CO[C@H]1CC[C@H]2CCN(C)C(=O)CCCN(C)C(=O)c3cc(C#N)ccc3OC[C@H]1O2	-6.6	0.1	-0.3	12.5	-6.6	-1.1	-2.3
COc1cccc(C(=O)NCCS(=O)(=O)NCC2CCCO2)c1 (centres undefined)	-3.4	-0.3	-2.2	26.4	3.1	3.9	5.6
O=S(=O)(Cc1ccccc1)N1CCCCN2[C@H](C1)[C@H](c1ccc(-c3ccc(F)cc3)cc1)[C@@H]2CO	12.9	-0.5	0.2	13.2	5.8	-1.1	?
CCOc1ccc(NC(=O)CCNC(=O)C2CCN(S(=O)(=O)c3ccccc3)CC2)cc1	-2.5	.	-0.9	11.9	-1.3	1.3	3.7
Cn1c(=O)c2c(nc(OCCc3ccccc3)n2C)n(C)c1=O	25.8*	-0.1	-1.1	-15.2	-2.4	8.0	0.1
CCCCn1c(O)c(N=NC(=O)Cn2c(C(F)(F)F)nc3ccccc32)c2ccccc21	2.9	.	-7.3	.	3.1	2.5	-14.1
COc1ccc(/C=C/c2nc3ccccc3n2Cc2ccccc2OC)cc1	-5.8	.	0.4	.	-13.0	.	16.5

Compound profiles (already shown).
`O=S(=O)(Cc1ccccc1)N1CCCCN2[C@H](C1)[C@H](c1ccc(-c3ccc(F)cc3)cc1)[C@@H]2CO` reads SIRT5 block: 12.9; E-selectin induc: -0.5; ERp5 inh: 0.2; Statin myotox sup: 13.2; S100A4 MyoIIA: 5.8; PglD inh: -1.1; DENV2 CPE: ?
`COc1ccc2c3c([nH]c2c1)[C@H](CO)N(C(=O)CN(C)C)CC31CCN(C(=O)c2cccnc2)CC1` reads SIRT5 block: 1.4; E-selectin induc: -0.1; ERp5 inh: 4.5; Statin myotox sup: .; S100A4 MyoIIA: -1.0; PglD inh: .; DENV2 CPE: -5.0

Next part:
SMILES	SIRT5 block	E-selectin induc	ERp5 inh	Statin myotox sup	S100A4 MyoIIA	PglD inh	DENV2 CPE
COC(=O)CSc1n[nH]c(=S)s1	1.4	0.4	-0.7	3.6	-4.0	-3.5	-7.2
COC(=O)C1=NNCC12CC(=O)N(c1ccc(Br)cc1)C2=O (centres undefined)	1.1	.	0.2	.	-1.5	.	-9.6
C[C@H](CO)N1C[C@H](C)[C@@H](CN(C)Cc2ccc3c(c2)OCO3)Oc2c(NS(C)(=O)=O)cccc2C1=O	5.0&-9.9	0.2	-2.4&-1.4	-5.8&8.1	11.0&-0.5	0.1&-5.7	-3.0&15.4
[N-]=[N+]=NCc1ccccc1C[C@]1(C(=O)NCc2ccccc2)COC(c2ccc(OCCCO)cc2)=N1	6.1	.	2.1	.	-2.6	-3.7	8.7
CSc1ccc(S(=O)(=O)NCC(=O)OCC(=O)N2CCCCC2C)cc1[N+](=O)[O-] (centres undefined)	-4.4	0.0	-4.3	8.3	4.7	-0.6	4.4
CCOC(=O)c1c(NC(=S)NCc2ccccc2)sc2c1CCN(C(=O)OCC)C2	0.3	1.2	4.8	-1.7	-2.0	-0.1	3.8
CC(C(=O)Nc1ccc(S(=O)(=O)N2CCCC2)cc1)N1CCCC(C(N)=O)C1 (centres undefined)	-2.5	0.1	-0.5	-5.0	-1.8	1.9	.
Cn1nnnc1Sc1ncnc2scc(-c3ccc4c(c3)OCO4)c12	.	-0.4	-1.1	-2.0	0.3	-2.7	-2.0
CCOc1ccc(S(=O)(=O)NCc2ccc3c(c2)OCO3)cc1C(=O)O	0.8	.	0.8	4.0	-5.7	0.6	0.0
C=CCN1C(=O)[C@@]2(O[C@@H](CCn3cc(CCO)nn3)[C@H]([Si](C)(C)c3ccc(OC)cc3)[C@H]2C)c2cc(NC(=O)c3ccc(OC)cc3)ccc21	1.0	.	-3.7	.	5.6	-0.7	-7.6
COc1ccc(S(=O)(=O)Nc2cccc3c2O[C@@H](CN(C)C(=O)Nc2ccc(F)cc2)[C@H](C)CN([C@@H](C)CO)C3=O)cc1	-1.9	0.1	-4.4	23.7	-1.3	-1.3	-7.0
O=C(O)CCc1n[nH]c(=S)[nH]c1=O	-2.5	-0.1	11.8	14.6	-2.6	-5.9	2.1
O=C(C1=C(c2ccccc2)C(=O)c2ccccc2C1=O)c1ccccc1	1.7	.	3.0	.	1.2	.	-1.6
Cc1ccc(CCNC(=O)CCS(=O)(=O)c2ccc3c(c2)oc(=O)n3C)cc1	-0.8	.	-1.4	-0.8	3.3	2.1	-4.2
N#C[C@H]1[C@@H](c2ccc(C3=CCCCC3)cc2)[C@H](CO)N1S(=O)(=O)c1cccc(F)c1	6.8	2.5	-2.9	-47.9	-6.2	-2.7	-11.3
CCOc1ccc(/C=N/NC(=O)c2nnn(-c3nonc3N)c2-c2cccs2)cc1	-2.4	.	-0.7	22.8	-2.7	8.1	2.8
COc1ccc2c3c(n(C)c2c1)[C@@H](CO)N(Cc1ccccc1OC)CC31CCN(C)CC1	.	-0.4	2.6	.	-7.4	.	4.5
Cc1ccc(NC(=O)CS(=O)CC(=O)Nc2cnc3ccccc3c2)cc1Cl (centres undefined)	-4.2	0.0	-1.7	0.9	4.2	.	-4.1
CCCNC(=O)NC(=O)CN1C(=O)NC(C)(c2ccc3ccccc3c2)C1=O (centres undefined)	1.3	.	-0.1	-15.6	-4.4	-2.4	-0.8
CC(C)Cn1c(=O)c2ccccc2n2c(CCC(=O)O)nnc12	-3.0	-0.2	3.2	-3.7	-4.0	4.7	70.2*
C[C@@H]1CCCCO[C@H](CN(C)S(=O)(=O)c2ccc(Cl)cc2)[C@H](C)CN([C@@H](C)CO)C(=O)c2cc(NC(=O)Nc3ccccc3)ccc2O1	2.6	0.3	-1.0	.	-1.9	-5.8	7.3
CCOc1ccc(NC(=O)COc2cccc3cccnc23)cc1S(=O)(=O)N1CCCC1	1.7	-0.1	2.1	-21.7	5.5	2.0	-8.2
Cc1ccc(C(=O)NCC(=O)OCc2nnc(-c3ccccc3)o2)cc1	-1.3	-0.7	1.6	3.6	-1.3	0.2	5.0
COc1ccc(-n2nc(C(=O)NCC(=O)Nc3cccc(NC(C)=O)c3)c3ccccc3c2=O)cc1	0.6	.	-1.0	.	-3.7	.	-1.3
Nn1c(COc2ccccc2)nnc1SCc1cc(=O)[nH]c2ccccc12	1.9	.	3.8	0.9	0.2	2.0	-2.3
CCCCCOc1cccc(C2C(C(=O)c3cccs3)=C(O)C(=O)N2CCN2CCOCC2)c1 (centres undefined)	2.9	1.0	-1.9	.	11.2	.	0.0
Cn1c(SCC(=O)Nc2ccc3[nH]c(=O)[nH]c3c2)nnc1-c1ccc(F)cc1	-8.6	4.1	-9.4	.	-0.5	.	-0.6
Cn1c(Cn2c(=O)sc3ccccc32)nnc1SCC(=O)N1CCCc2ccccc21	.	0.0	2.2	1.9	-5.0	0.5	16.4
COCC(=O)N1[C@H](CNC(=O)c2ccccn2)[C@H](c2ccccc2)[C@@H]1CO	.	-0.2	.	14.6	.	1.1	35.1*
COc1ccc(NS(=O)(=O)c2cccc(C(=O)N/N=C/c3cccs3)c2)cc1	-1.1	.	3.2	.	-35.3	-3.9	.
O=C(O)COc1ccccc1/C=N/NC(=O)CSc1nnc(-c2ccc(Cl)cc2)n1C1CCCCC1	9.0	.	-2.3	.	-3.2	1.0	8.1
C[C@@H]1CCCCO[C@H](CN(C)Cc2ccc3c(c2)OCO3)[C@H](C)CN([C@@H](C)CO)C(=O)c2cc(NC(=O)Nc3ccccc3)ccc2O1	1.6	-0.1	-1.9	.	-2.3	0.5	-8.0
COc1ccc(S(=O)(=O)Nc2ccc3c(c2)C(=O)N([C@@H](C)CO)C[C@@H](C)[C@@H](CN(C)S(=O)(=O)c2ccccc2)OCCCC[C@@H](C)O3)cc1	19.7*	0.4	-2.2	.	-5.1	.	15.0
CCOc1ccc(C2/C(=C(\O)c3ccc4c(c3)OCCO4)C(=O)C(=O)N2CCCn2ccnc2)cc1OC (centres undefined)	6.2	0.2	0.1	-4.5	8.6	-2.2	-5.4
CCc1ccc2c(COC(=O)C3CSC4(C)CCC(=O)N34)cc(=O)oc2c1 (centres undefined)	-6.1	.	-16.9	1.0	-3.7	-6.6	0.6
NC(=O)c1ccccc1NC(=O)CCCCCn1nnc2ccccc2c1=O	-8.2	.	-2.8	10.6	-7.9	-10.7	9.5
COCCCNC(=O)[C@]1(Cc2ccccc2N=[N+]=[N-])N=C(c2ccc(OCCCO)cc2)O[C@@H]1c1ccccc1	1.2	.	6.7	.	-18.0	4.1	?
CCCN(C)C[C@H]1Oc2ncc(C#CCN(C)C)cc2C(=O)N([C@H](C)CO)C[C@@H]1C	-0.3	0.1	-1.4	-7.7	-1.6	0.7	-5.4
CC(C)NC(=O)N(C)C[C@H]1OCCCC[C@H](C)Oc2ccc(N(C)C)cc2C(=O)N([C@@H](C)CO)C[C@H]1C	-17.6	1.3	1.7	.	24.6	1.1	6.2
Cc1ccc(CSCCNC(=O)/C=C/c2ccccc2Cl)cc1	-1.6	.	4.7	3.7	12.3	-3.0	9.7
COCC(=O)Nc1ccc2c(c1)OC[C@@H](C)N(C(=O)C1CCCC1)C[C@@H](C)[C@H](OC)CN(C)C2=O	.	-0.3	.	-3.3	.	0.0	.
C[C@]1(C(=O)NCCc2c[nH]c3ccccc23)C=C[C@@H](Cc2ccccc2)N1C(=O)c1ccccc1	-3.4	0.0	-1.4	22.5	2.4	5.3	40.2*
O=C(NCC(F)(F)F)c1ccc2sc([C@@H]3O[C@H](CO)[C@H](O)[C@H](O)[C@H]3O)nc2c1	-0.3	-0.3	10.9	-1.5	0.0	0.6	2.2
COc1cccc(NC(=O)C[C@@H]2CC[C@@H]3[C@@H](COc4ccc(NC(=O)C5CCCC5)cc4C(=O)N3C)O2)c1	-14.8	0.0	3.6	.	-9.3	.	2.9
COc1ccc(-c2coc3c(C)c4oc(=O)c(CC(=O)O)c(C)c4cc23)cc1	3.9	.	-1.4	-6.8	-6.6	-6.7	-0.5
COc1ccc([C@@H]2[C@@H]3C(=O)N(C(C)(C)C)C(=O)[C@@H]3[C@]3(Cc4ccccc4)C(=O)N(c4ccc(OC)cc4)C(=O)N23)cc1	0.8	0.3	3.2	4.3	-0.5	-6.5	?
O=C(C[C@H]1CC[C@@H](NC(=O)c2ccccn2)[C@@H](CO)O1)NCc1cccc(F)c1	0.3	-0.3	-5.7	4.4	7.7	3.0	7.9
C[C@@H]1CN([C@@H](C)CO)C(=O)c2cc(C#CC3CCCC3)cnc2O[C@H]1CN(C)Cc1ccncc1	3.0	-4.7	9.3	-7.0	19.6	-1.9	3.8
Cc1cc(C)c(C(=O)CC(=O)c2ccccc2Cl)c(O)c1	-4.8	-0.2	-2.9	18.8	-1.0	6.9	-0.5
O=C(OCCCOC(=O)c1ccc([N+](=O)[O-])o1)c1ccc([N+](=O)[O-])o1	-2.9	.	-2.6	16.1	-6.6	-5.2	-3.3
O=C(COC(=O)Cc1cccc(C(F)(F)F)c1)NC(=O)NC1CCCC1	-2.7	.	3.9	-0.3	0.6	3.2	?

Not all compounds are listed. The share of hits here may be higher or lower than overall.
